# High-throughput results from PubChem.
# BCR signal inh = qHTS Assay to Find Inhibitors of Chronic Active B-Cell Receptor Signaling; Potency, µM (titrated, usually from 46.1 µM), inactives show at the top dose ratio change, negative = lower green/red ratio, most hits filed as inhibitors; ABC-DLBCL IkBa-CBG/CBR reporter, luminescence ratio, 4 h; 340,000 compounds, 0.05% hits; active = well fitted inhibition curve with a large enough effect in the signal ratio, with a control signal flat, not every such curve was filed as active; inconclusive = small, poorly fitted or top-dose-only effect, or effect the other way, or a change in a side signal; the % refers to the signal ratio;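 also: potency is read from the fitted curve at half-maximal effect; plate controls were basal doxycycline-induced cells for no effect and cells given 10 µM MG132 for full effect; MG132 reads +100%, hits lower the ratio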
#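 Compounds up to 46 uM were incubated four hours with TMD8 cells whose green CBG68 luciferase is fused to IkappaBalpha; red CBR luminescence normalised the signal, and concentration-effect curves were fitted to fusion, red and ratio data.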
# FBPA coupling cs = qHTS Assay for Inhibitors of Fructose-1,6-bisphosphate Aldolase from Giardia Lamblia: Coupling assay counterscreen. activity change, negative = inhibition, % at 58.2 µM, hits read low. coupling enzyme system counterscreen, AmpLite Red fluorescence. AID 2472, 2010. 290,000 compounds, 0.67% hits; in the data active = activity change below about -30%; also: % is scaled to controls: 0 for no effect and ±100 for the full control effect
#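 First, compound is pin-transferred into glyceraldehyde-3-phosphate coupling-enzyme reagent at 57.5 uM final and held 10 min at RT. Next, substrate, coupling system and AmpLite Red are added. After 20 min RT, fluorescence (525/598 nm) is read.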
# AT treatment = qHTS Assay for Identifying a Potential Treatment of Ataxia-Telangiectasia; 320,000 compounds, 0.19% hits; […] A-T fibroblasts, KAP-1 phosphorylation AlphaLISA; neocarzinostatin DNA damage 30 min before lysis; Potency, µM (highest dose often 57.5 µM), for the others: at the top dose activation, actives largely listed as activators; also: potency is read from the fitted curve at half-maximal effect; % of control where 0% means no effect; nearly all actives have a fitted effect of over 45% in size
#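 hTERT-immortalized A-T patient fibroblasts ([…]), 500 cells/well in OPTI-MEM, 1% FBS, got compounds for 60 min, then NCS for 30 min at 37C. Lysates were then assayed for phospho-KAP-1 by AlphaLISA (anti-pKAP1 donor, anti-KAP1 acceptor beads), 6 hr at 25C.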
# hERG WT inh = qHTS for Inhibitors of KCHN2 3.1: Wildtype qHTS; Voltage-gated inwardly rectifying potassium channel KCNH2 (Homo sapiens), Q12809; U2OS, BacMam KCNH2, thallium flux FluxOr; stronger effect = lower value; activity change, % at 1.84 µM; 340,000 compounds, 0.37% hits; AID 720551, 2013;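 active = maximum activity change below -70%; inconclusive = maximum activity change between -70% and -50%; inactive = maximum activity change above -50%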; also: % is scaled to controls: 0 for no effect and ±100 for the full control effect
#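 U2OS cells transduced with wild-type KCNH2 virus are loaded with FluxOr dye for 45 min, and thallium flux is measured in kinetic reads before and after stimulation buffer. Rate constants are normalized to DMSO controls.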
# GALK inhibitor = qHTS Assay for Inhibitors of Human Galactokinase (GALK) | P51570 | Purified GALK, Kinase-Glo residual ATP luminescence | Potency, µM (series often up to 57.5 µM), without a hit: at the highest dose activity change, negative = inhibition, usual class: inhibitors | 270,000 compounds, 0.007% hits | AID 1868, 2009; also: potency is read from the fitted curve at half-maximal effect; % is scaled to controls: 0 for no effect and ±100 for the full control effect
# Target sequence (P51570 whole entry, looked up): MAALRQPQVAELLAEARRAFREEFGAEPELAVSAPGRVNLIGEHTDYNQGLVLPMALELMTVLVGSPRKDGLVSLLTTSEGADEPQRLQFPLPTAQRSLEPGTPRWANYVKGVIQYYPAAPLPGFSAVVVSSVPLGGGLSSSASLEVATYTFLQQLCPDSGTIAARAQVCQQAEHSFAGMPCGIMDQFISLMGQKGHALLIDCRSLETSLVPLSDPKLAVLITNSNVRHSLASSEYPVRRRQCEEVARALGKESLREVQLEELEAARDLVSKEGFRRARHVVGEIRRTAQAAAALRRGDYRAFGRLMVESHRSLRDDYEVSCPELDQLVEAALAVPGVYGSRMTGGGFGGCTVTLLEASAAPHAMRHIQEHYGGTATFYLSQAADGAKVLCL
#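 Compounds were pin-transferred into ATP buffer (35 uM final), then GALK plus galactose (5 nM, 100 uM final) was added. After 1 h at room temperature, Kinase-Glo Plus was added and luminescence read after 10 min.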
# Giardia kill = Small Molecules that selectively kill Giardia lamblia: qHTS; 340,000 compounds, 0.15% hits; activity change, % at 7.66 µM, hits read low; Giardia lamblia trophozoite viability; AID 540267, 2011; in the data active = activity change below about -80%; inconclusive = between about -30% and that limit;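 also: parasites exposed to compound for two days anaerobically before the ATP read; % is scaled to controls: 0 for no effect and ±100 for the full control effect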
#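 Trophozoites 100 cells/well + cpd; 48 hrs, 37 deg C, anaerobic. ATPLite 1-Step added, 15-30 min RT, luminescence read (ATP-based viability).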
# TCR act = Activators of T cell receptors: qHTS campaign; primary human leukocytes, anti-CD3, IL-2 HTRF, 48 h; Potency, µM (top dose mostly 9.22 µM), inactives show at the top dose activation of IL-2 secretion, actives largely listed as activators; 330,000 tested, under 10 active; AID 504894, 2011; also: % of control where 0% means no effect
#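 Human primary leukocytes + a-CD3 beads + cpd, 48 hr; IL-2 in supernatant by HTRF (ex 320nm / em 665nm). No co-stimulatory signal supplied.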
# Tb PFK block = qHTS Assay to Find Inhibitors of T. brucei phosphofructokinase | AID 485367, 2010 | ATP-dependent 6-phosphofructokinase (Trypanosoma brucei brucei), O15648 | T. brucei PFK, ADP-Glo luminescence | Potency, µM (top dose mostly 57.5 µM), without a hit: at the top dose activity, negative = inhibition, most hits filed as inhibitors | 330,000 compounds, 0.17% hits;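 also: potency is read from the fitted curve at half-maximal effect; 0% = uninhibited 1x PFK enzyme wells and -100% = no-enzyme wells; nearly all actives have a fitted effect of over 60% in size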
# Target sequence (O15648 whole entry, looked up): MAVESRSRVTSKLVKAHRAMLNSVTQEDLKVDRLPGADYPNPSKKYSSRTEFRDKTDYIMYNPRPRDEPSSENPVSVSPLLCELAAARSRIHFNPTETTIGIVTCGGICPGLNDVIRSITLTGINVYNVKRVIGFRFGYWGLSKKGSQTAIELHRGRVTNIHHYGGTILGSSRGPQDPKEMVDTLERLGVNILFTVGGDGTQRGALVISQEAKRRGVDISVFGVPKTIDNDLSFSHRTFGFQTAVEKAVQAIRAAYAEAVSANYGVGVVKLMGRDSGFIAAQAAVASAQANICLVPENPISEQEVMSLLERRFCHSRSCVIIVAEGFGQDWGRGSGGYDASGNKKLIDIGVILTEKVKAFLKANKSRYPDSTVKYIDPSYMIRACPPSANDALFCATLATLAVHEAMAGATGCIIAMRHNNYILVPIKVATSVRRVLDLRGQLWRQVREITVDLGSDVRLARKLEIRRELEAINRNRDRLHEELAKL
#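 ADP-Glo luminescence quantified ADP after 45 min at room temperature, with 1.25 nM T. brucei PFK, 0.1 mM ATP and 0.5 mM fructose-6-phosphate in pH 8.0 TEA buffer. qHTS titrations up to 57 µM; curves classified by quality.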
# TSHR antag = Antagonists of the Thyroid Stimulating Hormone Receptor: HTS campaign. 330,000 compounds, 0.2% hits. activity change, negative = inhibition, % at 11.5 µM. TSHR-expressing cells, TSH-stimulated cAMP HTRF, 2 h; stronger effect = lower value. Thyrotropin receptor (Homo sapiens), P16473;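 active = activity change below a set negative limit, meaning inhibition stronger than a set level, cut at about -70% in these data; inconclusive = activity change between two set negative limits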; also: % is scaled to controls: 0 for no effect and ±100 for the full control effect
#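 Freshly harvested TSHR cells receive pin-tooled compound, then EC80 TSH at 4nM final. After 2 hours at 37 deg C, antibody in lysis buffer and cAMP-d2 are added; 30 minutes at ambient temperature precede the HTRF read.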
# MLL CXXC-DNA inh = qHTS Fluorescence Polarization Assay for Inhibitors of MLL CXXC domain - DNA interaction; Histone-lysine N-methyltransferase 2A (Homo sapiens), Q03164; MLL-CXXC / FITC-HOXA9 DNA fluorescence polarization; Potency, µM (series often up to 115 µM), without a hit: at the highest dose activity change, negative = inhibition, actives largely listed as inhibitors; AID 2662, 2010; 290,000 compounds, 0.037% hits; active = well fitted inhibition curve with a large enough effect in the polarisation, with a control signal flat, not every such curve was filed as active; inconclusive = small, poorly fitted or top-dose-only effect, or effect the other way, or a change in a side signal; inactive = no such curve, though single readings can be large or run the other way; the % refers to the polarisation; also: potency is read from the fitted curve at half-maximal effect
#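 Fluorescence polarization: 7 uM MLL-CXXC (stock) preincubated 5 min with compounds, then 50 nM fluorescein-HOX-A9 DNA (stock) added; 30 min ambient. Buffer 50 mM Tris-HCl pH 7.5, 50 mM NaCl, 1 mM DTT, 0.05% BSA.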
# Numbers without * were called inactive; ? = inconclusive; / = no result given; [ ] = another dose, or the depositor's remark. Unless noted, calls follow the shape of the dose curve; as a rule, active = well fitted curve in the direction sought with a large enough effect; inconclusive = small, poorly fitted or top-dose-only effect, or another doubt; inactive = no such curve, though single readings can be large; an effect the other way counts as inactive or inconclusive.
structure	BCR signal inh	MLL CXXC-DNA inh	FBPA coupling cs	TSHR antag	TCR act	Giardia kill	GALK inhibitor	AT treatment	hERG WT inh	Tb PFK block
Cc1cc(N2CCN(C)CC2)nc2ccc(NC(=S)NCCCN3CCN(C)CC3)cc12	?	5%	0	13	12%	3	7%	-1%	-2	-5%
COc1ccc(CNc2nc(-c3cccnc3)nn2C(=O)CC(C)C)cc1	-25%	67%[activator]	1	-7	0%	-6	-5%	3%	-1	5%
Nc1nonc1-c1noc(-c2ccccc2Br)n1	5%	19%	-1	-3	3%	5	0%	-12%	-39	3%
COc1ccc(CNC(=O)CNC(=O)c2c(C)nn(C)c2Cl)cc1	0%	3%	1	6	-5%	-4	-1%	-7%	-4	-2%
Cc1cc(C(=O)C(=O)O)c(C)n1-c1ccc(Cl)c(Cl)c1	1%	22%	26	-1	1%	0	2%	-2%	3	1%
COc1ccc(/C=N/NC(=O)c2nnn(-c3nonc3N)c2-c2cccs2)c(OC)c1	-18%	3%	/	-5	-13%	5	-4%	10%	-2	3%
C=CCn1c(C)cc(-c2csc(N)n2)c1C	-22%	0%	-8	-3	4%	14	0%	-1%	9	1%
CCOc1ccc(S(=O)(=O)N(C)CC(=O)NCc2ccco2)cc1	-10%	-7%	1	59	-5%	-8	1%	7%	-1	3%
O=C(COc1ncnc2sccc12)Nc1ccc2c(c1)OCCO2	-5%	2%	0	-3	-3%	-22	0%	-1%	-3	-2%
CCc1noc(C)c1C(=O)Nc1ccc(S(=O)(=O)N2CCC(C)CC2)cc1	1%	/	/	-3	3%	2	/	1%	13	3%
O=C(CNC(=O)c1ccc(Cl)cc1Cl)Nc1ccc(F)cc1	3%	-8%	2	26	5%	0	-3%	25%	1	0%
O=C(NCc1ccco1)c1ccc2c(=O)n(CCC3=CCCCC3)c(=O)[nH]c2c1	-1%	2%	3	-3	-1%	11	2%	0%	14	-3%
Cc1cc(C)nc(N/N=C/c2c[nH]c3ccccc23)n1	-2%	8%	-2	-12	0%	23	0%	7%	-5	-5%
Cc1ccc(C(=O)NCc2occc2C(=O)O)o1	-7%	7%	-1	-5	-8%	3	-2%	1%	3	-3%
COc1ccccc1C(=O)N/C(=C/c1ccco1)C(=O)Nc1cccc(C(=O)O)c1	?	9%	3	-14	-9%	6	-1%	4%	-9	10%
COc1ccc(Cl)cc1N(C(=O)Nc1cccc(Cl)c1)C1=NCC(C)S1 (stereo not drawn)	?	16%	-1	-7	-3%[46.1 µM]	6	-1%	-1%	2	-18%
Cc1ccc(-c2cc(C(=O)NCC3CCCO3)c3ccccc3n2)cc1C (stereo not drawn)	4%	0%	-4	-11	-5%	-4	4%	8%	-3	-3%
CCc1ccc(C(=O)NNC(=O)c2c(CC)noc2C)cc1	-5%	/	/	3	-46%	24	/	-1%	2	0%
COc1cccc(C(=O)N2CCN(S(=O)(=O)Cc3ccccc3)CC2)c1OC	7%	0%	-1	1	-5%[46.1 µM]	-9	0%	1%	4	5%
COc1ccc(C(C[N+](=O)[O-])c2c(C)cc3ccccn23)cc1 (stereo not drawn)	-2%	2%	-1	3	3%	-3	10%	6%	-5	1%
COc1cccc(Cn2cccc(NC(=O)Nc3ccccc3C)c2=O)c1	7%	?	1	11	3%	1	-1%	-8%	-1	-1%
COc1c(C)cc(C(=O)C2CCCN(C(=O)Cn3nc(C)nc3C)C2)cc1C (stereo not drawn)	6%	2%	0	1	-5%	-16	0%	-2%	3	-2%
COc1ccccc1NC(=S)N(CCc1ccc(OC)c(OC)c1)Cc1ccccn1	-6%	2%	-1	-4	-3%	8	1%	0%	1	0%
CCC(C)NC(=O)c1cn(CC)c2ccc(S(=O)(=O)N(C)C)cc2c1=O (stereo not drawn)	14%	1%	-1	-9	-6%[46.1 µM]	-12	0%	4%	-3	16%
CC(C)(C)C(=O)CN1C(=O)NC2(CCOc3ccccc32)C1=O (stereo not drawn)	7%	5%	/	-17	-1%	-11	-6%	8%	-3	3%
O=C(Nc1ccc(NC(=O)c2cccs2)cc1)c1ccc2c(c1)OCO2	-1%	9%	-1	-3	-1%	-21	0%	1%	0	3%
Cc1nn(CC(=O)O)c(C)c1N	4%	-2%	-9	-5	2%	14	-2%	6%	6	1%
Cc1ccc2nc(C3CCN(CC(=O)N4CCCCCC4)CC3)[nH]c2c1	4%	4%	1	0	1%	0	1%	2%	10	-3%
COCCNS(=O)(=O)c1ccccc1	-2%	-2%	3	17	-4%	-2	2%	/	-1	3%
CCc1ccc(/C=C2\SC(=S)N(CCCC(=O)Nc3ccc(C(=O)O)cc3)C2=O)cc1	?	22%	/	-5	-3%	-11	-8%	3%	-42	-3%
COc1ccc(S(=O)(=O)N2CCOC23CCN(S(=O)(=O)c2ccc(F)cc2C)CC3)cc1	0%	/	/	18	1%	-19	/	5%	-7	4%
Cc1cc(C(F)(F)F)n(-c2nc(C(=O)O)cs2)n1	0%	-2%	6	3	-4%	-1	1%	3%	-6	5%
COc1ccc(CNC(=O)CCN2C(=O)[C@@H]3Cc4ccccc4CN3C2=O)cc1	-2%	2%	/	0	-1%	17	-5%	7%	-2	17%
COC(=O)CNC(=O)C(C)(C)Oc1ccc(Cl)cc1	14%	10%	1	2	-1%	-6	0%	1%	-8	-1%
CC(C)C[C@H](NC(=O)c1nc[nH]c1C(=O)N(C)Cc1ccccc1)C(=O)OCc1ccccc1	?	-12%	-5	-16	0%	-14	0%	-10%	-1	8%
COC(=O)c1sccc1NC(=O)CSc1ccccc1NS(=O)(=O)c1cc(Cl)ccc1Cl	?	4%	7	-17	6%	-2	-3%	8%	2	6%
Cc1ccc(S(=O)(=O)N2CCN(Cc3ccccc3C(F)(F)F)CC2)cc1	8%	-9%	1	6	-3%	7	-1%	0%	-2	-2%
CCOc1ncccc1C(=O)Oc1ccc2c(c1)OCO2	-18%	11%	-2	-7	-7%	-1	-1%	6%	-5	3%
O=C(Cc1ccc(S(=O)(=O)N2CCOCC2)s1)Nc1ccccc1N1CCOCC1	/	-7%	-1	-8	7%	-13	-2%	3%	2	-2%
O=C1NC(Cc2c[nH]c3ccccc23)C(=O)N1c1ccc(F)cc1 (stereo not drawn)	7%	6%	0	8	-8%	-13	0%	1%	-2	-5%
CC(Oc1cccc2c1OC(C)(C)C2)C(=O)O (stereo not drawn)	-5%	-1%	1	-8	-6%[46.1 µM]	0	-3%	2%	-4	2%
COCCNC(=O)Nc1ccc2nc(-c3ccco3)c(-c3ccco3)nc2c1	5%	?	-35*	-6	7%	-22	2%	-7%	4	?
COC(=O)C(c1ccccc1)C1(O)CC(C)N(C)CC1C (stereo not drawn)	2%	1%	-1	-7	/	-6	-1%	1%	3	1%
COc1ccc(N2CCN(C(=O)c3c(C)nn(-c4ccccc4)c3C)CC2)cc1	?	12%	4	10	-3%[46.1 µM]	4	1%	-9%	-7	?
CC(=O)c1cccc(N/C=C\c2nnnn2-c2ccc(F)cc2)c1	?	11%	1	-7	-1%[46.1 µM]	7	0%	-1%	-1	-3%
CC(OC(=O)C1=NN(c2ccccc2)C(=O)CC1)C(=O)NC1CCCCC1C (stereo not drawn)	2%	/	/	3	11%	-12	/	7%	1	-7%
COC(=O)c1ccc(CNC(=O)C2CCC(=O)N(Cc3cccc(F)c3)C2)cc1 (stereo not drawn)	2%	5%	/	13	-2%	10	-1%	7%	4	-5%
Cc1cc(OC(C)C(=O)N(Cc2ccco2)C2CCS(=O)(=O)C2)cc(C)c1Cl (stereo not drawn)	-16%	/	1	-5	-3%	-15	/	-3%	-19	-5%
CCc1cc2cc(OC)ccc2nc1SCC(=O)NNC(=O)c1ccco1	-7%	7%	3	22	5%	-19	9%	4%	2	-4%
CC(=O)[C@@]1(O)C(C)CC2C3C=C(C)C4=Cc5c(cnn5-c5ccccc5)C[C@]4(C)C3C(O)C[C@@]21C (stereo partly drawn)	-17%	?	-4	-13	-2%	17	-3%	1%	-6	3%
